Growth percent in the NCI-60 one-dose screen (48 h, 10 µM unless noted): 100 = growth as untreated, 0 = no growth, -100 = all killed.
ACHN – ACHN renal cancer. actives 4.9% (n = 81,000)
A498 – A498 renal cancer cells; AID 1794774; actives 5.4% (n = 76,000)
UO-31 – UO-31 renal cancer | actives 5.2% (n = 81,000) | AID 1794768
786-0 – 786-0 renal cancer cells | actives 5.1% (n = 81,000) | AID 1794775
TK-10 – TK-10 renal cancer cells. actives 3.9% (n = 81,000). AID 1794769
RXF 393 – RXF 393 renal cancer cells. actives 6.9% (n = 77,000). AID 1794773
SN12C – SN12C renal cancer cells | actives 3.8% (n = 81,000) | AID 1794767
PC-3 – PC-3 prostate cancer cells. actives 3.9% (n = 80,000)
CAKI-1 – CAKI-1 renal cancer; actives 4.7% (n = 75,000)
Active calls of the source: *; . = no result given; & = joins results of further samples. How the source made its calls: active means growth percent below 10; inactive means the rest.

Key to letters: A = ACHN; B = A498; C = UO-31; D = 786-0; E = TK-10; F = RXF 393; G = SN12C; H = PC-3; I = CAKI-1
Cn1cc(-c2nc(N)nnc2-c2c[nH]c3ccc(F)cc23)c2ccccc21
  A = 86; B = 98; C = 73; D = 96; E = 126; F = 90; G = 99; H = 94; I = 77
[2H]C([2H])([2H])c1nc2c(F)cc(-c3nc(Nc4ccc(CN5CCN(C([2H])([2H])C)CC5)cn4)ncc3F)cc2n1C(C)C
  A = .; B = 46; C = 26; D = 42; E = 25; F = 18; G = 49; H = 32; I = .
O=C(O)c1cccnc1Nc1cccc(C(F)(F)F)c1
  A = 107; B = 93; C = 100; D = 99; E = 108; F = .; G = 97; H = 106; I = 92
CN1CCCN=C1COC(=O)C(O)(c1ccccc1)C1CCCCC1 (stereo unspecified)
  A = 102; B = 118; C = 84; D = 83; E = 103; F = 124; G = 96; H = 106; I = 89
O=C(/C=C/c1ccc(Cl)c(Cl)c1)c1ccc(Cl)nc1
  A = 112; B = 85; C = 80; D = 88; E = 101; F = 106; G = 97; H = 111; I = 87
CN1CCC(CNc2ccc3ncc(-c4cccc(OC(F)(F)F)c4)n3n2)CC1
  A = -55*; B = -80*; C = -95*; D = -82*; E = -4.7*; F = -71*; G = -81*; H = -21*; I = -63*
Oc1cc2c(cc1O)[C@H]1c3ccc(O)c(O)c3OC[C@@]1(O)C2
  A = 102; B = 106; C = 78; D = 102; E = 126; F = 109; G = 110; H = 106; I = 107
CC(=O)Nc1ccc(C(=O)/C=C/c2ccccc2)cc1
  A = 95; B = 74; C = 52; D = 58; E = 82; F = 97; G = 77; H = 84; I = 88
O=C(c1ccc2nc(NS(=O)(=O)c3ccc4ccccc4c3)sc2c1)N1CCN(Cc2ccc3c(c2)OCO3)CC1
  A = 100; B = 107; C = 74; D = 102; E = 102; F = 91; G = 92; H = 87; I = 91
CC(=O)CCCCn1c(=O)c2c(ncn2C)n(C)c1=O
  A = 97; B = 102; C = 93; D = 103; E = 112; F = 111; G = 108; H = 107; I = 98
O=C(Nc1ccc(Cl)cc1F)c1ccccc1O
  A = 34; B = -22*; C = 9.5*; D = 51; E = 57; F = 42; G = 14; H = 60; I = 36
CC(/C=C/c1ccccc1)=N\OCC(=O)Nc1ccc(Cl)cc1
  A = 97; B = 89; C = 72; D = 109; E = 124; F = .; G = 100; H = 86; I = 84
CCn1cc(C(=O)O)c(=O)c2cnc(N3CCNCC3)nc21
  A = 94; B = 101; C = 77; D = 97; E = 102; F = .; G = 99; H = 96; I = 88
CC12CCC(=O)C=C1CCC1C2CCC2(C)C1CCC2(O)C(=O)CO (stereo unspecified)
  A = 105; B = .; C = 94; D = 113; E = 104; F = 125; G = 102; H = 97; I = 101
O=C(O)CCC(=O)c1ccc(-c2ccccc2)cc1
  A = .; B = 81; C = 88; D = 104; E = 101; F = 95; G = 88; H = 91; I = 89
COc1ccc2[nH]cc(-c3nc(N)nnc3-c3cn(C)c4ccccc34)c2c1
  A = 96; B = 76; C = 76; D = 91; E = 116; F = 91; G = 93; H = 88; I = 86
CCc1ccc(CCOc2ccc(CC3SC(=O)NC3=O)cc2)nc1 (stereo unspecified)
  A = 102; B = 82; C = 67; D = 91; E = 107; F = 116; G = .; H = 95; I = 83
CC1=C(C(=O)Nc2ccc(S(N)(=O)=O)cc2)C(c2cccc(O)c2)NC(=S)N1 (stereo unspecified)
  A = 103; B = 142; C = 79; D = 107; E = 109; F = 104; G = 97; H = 111; I = 92
Brc1ccc([C@@H]2C[C@@H]3Cc4ccc5ccccc5c4N2O3)s1
  A = 85; B = 79; C = 57; D = 93; E = 83; F = 80; G = 90; H = .; I = 78
COc1ccc(C2CNC(=O)C2)cc1OC1CCCC1 (stereo unspecified)
  A = 103; B = 109; C = 78; D = 96; E = 118; F = 116; G = 96; H = 94; I = 93
COc1ccc2[nH]cc(-c3nnc(N)nc3-c3cn(C)c4ccc(Br)cc34)c2c1
  A = 94; B = 97; C = 82; D = 94; E = 98; F = 93; G = 101; H = 108; I = 94
Cn1cc(C(=O)c2nc(-c3cn(C)c4ccc(Cl)cc34)no2)c2cc(Br)ccc21
  A = 98; B = 104; C = 69; D = 100; E = 104; F = 106; G = 87; H = 81; I = 90
N#Cc1c(-c2ccccc2)nc(N=Nc2c(O)[nH]c3ccccc23)[nH]c1=O
  A = 110; B = .; C = 90; D = 100; E = 103; F = 109; G = 100; H = 103; I = 92
c1ccc2c(c1)CN[C@@H](CN(CCCCN1CCOCC1)[C@H]1CCCc3cccnc31)C2
  A = 98; B = 106; C = 58; D = 86; E = 78; F = 73; G = 92; H = 75; I = 75
N=C(N)c1ccc(NC(=O)COCC(=O)Nc2ccc(C(=N)N)cc2)cc1
  A = 106; B = 106; C = 89; D = 100; E = 87; F = 105; G = 92; H = 96; I = 100

Sorted by length of the SMILES (rising): some entries from above
Key to letters: A = ACHN; B = A498; C = UO-31; D = 786-0; E = TK-10; F = RXF 393; G = SN12C; H = PC-3; I = CAKI-1
O=C(O)c1cccnc1Nc1cccc(C(F)(F)F)c1
  A = 107; B = 93; C = 100; D = 99; E = 108; F = .; G = 97; H = 106; I = 92
CCc1ccc(CCOc2ccc(CC3SC(=O)NC3=O)cc2)nc1 (stereo unspecified)
  A = 102; B = 82; C = 67; D = 91; E = 107; F = 116; G = .; H = 95; I = 83
N#Cc1c(-c2ccccc2)nc(N=Nc2c(O)[nH]c3ccccc23)[nH]c1=O
  A = 110; B = .; C = 90; D = 100; E = 103; F = 109; G = 100; H = 103; I = 92

A few values from above.
CN1CCCN=C1COC(=O)C(O)(c1ccccc1)C1CCCCC1 (stereo unspecified) in CAKI-1 shows 89
Cn1cc(C(=O)c2nc(-c3cn(C)c4ccc(Cl)cc34)no2)c2cc(Br)ccc21 in UO-31 shows 69
CC1=C(C(=O)Nc2ccc(S(N)(=O)=O)cc2)C(c2cccc(O)c2)NC(=S)N1 (stereo unspecified) in 786-0 shows 107
CCc1ccc(CCOc2ccc(CC3SC(=O)NC3=O)cc2)nc1 (stereo unspecified) in A498 shows 82

Fetched by structure from the entries so far, 2 records:
Key to letters: A = ACHN; B = A498; C = UO-31; D = 786-0; E = TK-10; F = RXF 393; G = SN12C; H = PC-3; I = CAKI-1
N#Cc1c(-c2ccccc2)nc(N=Nc2c(O)[nH]c3ccccc23)[nH]c1=O
  A = 110; B = .; C = 90; D = 100; E = 103; F = 109; G = 100; H = 103; I = 92
CC(/C=C/c1ccccc1)=N\OCC(=O)Nc1ccc(Cl)cc1
  A = 97; B = 89; C = 72; D = 109; E = 124; F = .; G = 100; H = 86; I = 84

(more compounds)
Key to letters: A = ACHN; B = A498; C = UO-31; D = 786-0; E = TK-10; F = RXF 393; G = SN12C; H = PC-3; I = CAKI-1
COc1ccc(-c2ccc3c(N4CCOC[C@@H]4C)nc(N4CCOC[C@@H]4C)nc3n2)cc1CO
  A = 5.5*; B = -35*; C = -13*; D = 2.3*; E = -31*; F = -27*; G = 9.9*; H = 9.4*; I = -15*
Oc1ccc2c(c1)OCC1(O)Cc3cc(O)c(O)cc3C21 (stereo unspecified)
  A = 104; B = 99; C = 59; D = 95; E = 106; F = 89; G = 100; H = 69; I = 85
COc1ccc(C2CC(c3c(O)ccc4c(C)cc(=O)oc34)=NN2c2ccc(S(N)(=O)=O)cc2)cc1 (stereo unspecified)
  A = 105; B = 99; C = 88; D = 108; E = 114; F = 109; G = 108; H = 99; I = 137
CCCc1nc(C(C)(C)O)c(C(=O)O)n1Cc1ccc(-c2ccccc2-c2nn[nH]n2)cc1
  A = 93; B = 80; C = 85; D = 104; E = 97; F = 117; G = 96; H = 96; I = 93
COC(=O)C(C)(C)C1Oc2ccc(Cl)cc2C(=O)/C1=C\NS(=O)(=O)c1ccc(C)cc1 (stereo unspecified)
  A = 113; B = 123; C = 92; D = 97; E = 97; F = 102; G = 105; H = 97; I = .
CCOc1cc2ncc(C#N)c(Nc3ccc(OCc4ccccn4)c(Cl)c3)c2cc1NC(=O)/C=C/CN(C)C
  A = -56*; B = 35; C = -85*; D = -75*; E = 6.0*; F = -77*; G = -63*; H = 9.3*; I = 5.2*
Cc1cccc2c1NC(=O)C2(c1ccc(O)cc1)c1ccc(O)cc1
  A = 79; B = 82; C = 89; D = 95; E = 29; F = -11*; G = 11; H = 39; I = 94
CN1CCN(c2ccc(OC(F)(F)F)c(Nc3ncc4c(n3)-c3c(c(C(N)=O)nn3CCO)CC4)c2)CC1
  A = 37; B = -6.0*; C = 35; D = 17; E = 53; F = 33; G = 26; H = 37; I = 28
Cc1c(F)cc(C(=O)NC2CC2)cc1-c1ccc(C(=O)NCC(C)(C)C)cn1
  A = 86&91; B = 92; C = 75&69; D = 89&94; E = 104&76; F = 103; G = 97&92; H = 82&87; I = 88&77
CC1(C)O[C@@H]2CC3C4C[C@H](F)C5=CC(=O)C=C[C@]5(C)[C@@]4(F)[C@@H](O)C[C@]3(C)[C@]2(C(=O)CO)O1 (stereo partly specified)
  A = 95; B = 116; C = 79; D = 113; E = .; F = 120; G = 48; H = 86; I = 80
C[C@@H]1CC2C3CCC4=CC(=O)C=C[C@]4(C)[C@@]3(Cl)[C@@H](O)C[C@]2(C)[C@@]1(OC(=O)c1ccco1)C(=O)CCl (stereo partly specified)
  A = 82; B = 99; C = 31; D = 81; E = 96; F = 78; G = 35; H = 50; I = 62
CNC(=O)c1nn(C)c2c1C(C)(C)Cc1cnc(Nc3ccc(N4CCN(C)CC4)cc3)nc1-2
  A = 9.6*; B = -62*; C = -8.7*; D = 12; E = -12*; F = -48*; G = 11; H = 7.9*; I = 7.7*
CCN(CC)CCNC(C(=O)OCCC(C)C)c1ccccc1 (stereo unspecified)
  A = 89; B = 95; C = 81; D = 99; E = 121; F = 85; G = 97; H = 93; I = 106
COC(=O)[C@H](O)[C@H]1C(C)(C)[C@H](O)C2CC3=C4CC(=O)O[C@@H](c5ccoc5)[C@]4(C)CC[C@@H]3[C@@]1(C)C2=O
  A = 99; B = 86; C = 95; D = 94; E = 87; F = 95; G = 98; H = 97; I = 99
C/C=C/C(=O)N(CC)c1ccccc1C
  A = 98&116; B = 110; C = 82&95; D = 97; E = 97&106; F = 115&116; G = 104&97; H = 96&94; I = 96&94
Cc1cc([C@@H](C)Nc2ccccc2C(=O)O)c2nc(N3CCOCC3)cc(=O)n2c1
  A = 46; B = -37*; C = 16; D = 19; E = 43; F = -21*; G = 44; H = 30; I = 19
[2H]c1nc(Nc2ncc3c(C)c(C(C)=O)c(=O)n(C4CCCC4)c3n2)c([2H])c([2H])c1N1CCNCC1
  A = 37; B = 70; C = 43; D = 50; E = 47; F = 64; G = 71; H = 46; I = .
Cc1cc2c(F)c(Oc3ncnn4cc(OC[C@@H](C)O)c(C)c34)ccc2[nH]1
  A = 93; B = 88; C = 94; D = 100; E = 105; F = 103; G = 95; H = 63; I = 94
COc1ccc2c(c1)c(-c1nnc(N)nc1-c1c[nH]c3ccccc13)cn2C
  A = 69; B = 98; C = 32; D = 67; E = 73; F = 70; G = 86; H = 81; I = 39
CC1Cc2ccccc2N1NC(=O)c1ccc(Cl)c(S(N)(=O)=O)c1 (stereo unspecified)
  A = 98; B = 114; C = 84; D = 97; E = 101; F = 108; G = 96; H = 88; I = 94
O=C(O)c1ccc2ccccc2c1O
  A = 108; B = 96; C = 83; D = 108; E = 96; F = 111; G = 96; H = 95; I = 95
CC(C)(O)CC(=O)NCCn1ccc2ncnc(Nc3ccc(Oc4cccc(C(F)(F)F)c4)c(Cl)c3)c21
  A = 8.7*; B = -29*; C = -6.1*; D = 23; E = -30*; F = 3.7*; G = 12; H = 1.5*; I = 19
Cc1cc(O)c(C)c(C)c1O
  A = 95; B = 103; C = 90; D = 106; E = 108; F = 120; G = 104; H = 95; I = 93
Cc1cc(Nc2nc(N[C@@H](C)c3ncc(F)cn3)ncc2Cl)n[nH]1
  A = 63; B = -2.4*; C = 51; D = 74; E = 83; F = 24; G = 78; H = 82; I = 70
O=C(CCCl)NCc1ccccc1
  A = 94; B = 116; C = 86; D = 98; E = 123; F = 103; G = 96; H = 99; I = 98
CC(/C=C/c1ccc(Cl)cc1)=N\OCC(=O)O
  A = 102; B = 91; C = 81; D = 100; E = 89; F = 115; G = 105; H = 98; I = 108
CCCCNc1ccc(C(=O)OCCN(C)C)cc1
  A = 99; B = 111; C = 90; D = 99; E = 93; F = 117; G = 91; H = 92; I = 102
CCN(CC)CCOC(=O)c1ccc(N)cc1
  A = 107&99; B = 104&145; C = 99&89; D = 99&97; E = 99&106; F = 92&117; G = 140&95; H = 117&95; I = 79&101

Source: PubChem (NCI)

An excerpt; rates above refer to the full screens.
